Screens from PubChem.
RMI-FANCM inh: blocks RMI1/RMI2 complex binding to FANCM MM2 peptide; Fluorescence polarization, RMI core complex with F-MM2 peptide; hits give low values; FP signal (polarization) at 33 µM; actives 0.58% (n = 70,000); AID 1159607; in the data active = FP signal below about 40; note: inactives centre near 61; strong numbers were not always called active; unit not given here
Numbers without * were called inactive; & = joins results of further samples. An excerpt. The share of hits here may be higher or lower than overall.

mol	RMI-FANCM inh
O=C1/C(=C/c2ccc(-c3cccc(C(F)(F)F)c3)o2)SC(=S)N1CCCN1CCOCC1	4
O=C(/C=C/c1ccccc1)Nc1nc(-c2ccccn2)cs1	60
CCCN1CCCc2cc(CCNS(=O)(=O)c3ccc(NC(C)=O)cc3C)ccc21	93
C=CCn1c(SCC(=O)Nc2cccc3ccccc23)nc2scc(-c3cccs3)c2c1=O	80
COc1ccc(CCNC(=O)c2csc(NC(=O)c3ccccc3)n2)cc1OC	55
CC(=O)C1=CN(c2ccccc2)C=C(C(C)=O)C1c1ccccc1	19*
O=c1c2cc(N3CCOCC3)ccc2[nH]c(=S)n1Cc1ccccc1	67
Fc1ccc(-c2nnc(Nc3ccc(F)c(Cl)c3)c3ccccc23)cc1	73
Cc1nc(-n2nc(-c3ccco3)cc2NC(=O)c2cc3ccccc3o2)[nH]c(=O)c1C	23*
COC(=O)c1ccc2snnc2c1	53
CCc1cccc2sc(N3CCN(C(=O)c4ccc(Cl)s4)CC3)nc12	64
O=C(O)CCC(=O)N1N=C(c2c(-c3ccccc3)c3cc(Cl)ccc3[nH]c2=O)CC1c1cccnc1 (stereo not given)	61
COc1ccc2[nH]c(C(=O)Nc3cccc(C)n3)cc2c1	64
O=C(NNC(=O)c1cc2cc(OC(F)(F)F)ccc2[nH]1)c1cccc(C(F)(F)F)c1	55
CC(=O)c1ccc(NC(=O)CN2CCN(Cc3nc(C(C)(C)C)cs3)CC2)cc1	59
O=C(CSc1ncccc1C(=O)O)c1cc2ccccc2o1	56&55
Cc1ccc(-n2ncc3c(=O)[nH]c(-n4nc(C)cc4NC(=O)c4ccc(Cl)cc4Cl)nc32)cc1	65
COc1ccccc1CNC(=O)CSc1nccn2nc(-c3cccc4ccccc34)cc12	86
COc1ccccc1CCNC(=O)CC1CSc2nccc(=O)n21 (stereo not given)	55
CCOc1ccccc1NC(=O)c1csc(Nc2ccccc2)n1	63
CC(C)c1ccc(-c2csc(NC(=O)Nc3ccccc3F)n2)cc1	72
O=C(CCN1CCN(Cc2ccccc2)CC1)Nc1ccc2c(c1)OCO2	62
Cc1ccc(S(=O)(=O)NC(=O)NCC2CCN(S(=O)(=O)c3ccccc3)CC2)cc1	57
Cc1nnc(C2CCCN(C(=O)c3ccc(F)c(F)c3)C2)s1 (stereo not given)	61
O=C(CC1CCCCN1S(=O)(=O)c1ccc(F)cc1)Nc1ccc2c(c1)OCO2 (stereo not given)	66
O=C1O[C@@H](CO)[C@H](O)[C@@H](O)[C@@H]1O	54
CS(=O)(=O)Nc1ccc(-c2nc3ccccc3[nH]2)cc1	53
O=[N+]([O-])c1ccc(N2CCSCC2)cc1Oc1nc2c(Cl)cc(Cl)cc2s1	59
N#CC(C#N)=C1NC2=C(Cc3ccccc32)C(c2cccs2)=C1C#N	52
C=CCn1c(SCC(=O)N2CCC(c3noc4ccc(F)cc34)CC2)nc2sc3c(c2c1=O)CCCC3	74
O=C(CSc1ncnc2sc3c(c12)CCC3)Nc1nsc(-c2ccccc2)n1	95
O=C1/C(=C/c2ccccc2Cl)CS/C1=C/c1ccccc1Cl	49
CCn1nnc2c(NN3CCOCC3)ncnc21	53
COc1ccc(S(=O)(=O)NCCN2CCOC(c3ccccc3)C2)cc1OC (stereo not given)	76
c1ccc(CN2CCC3(CC2)Nc2ccccc2S3)cc1	57
CCOC(=O)CSc1ccc(S(N)(=O)=O)cc1[N+](=O)[O-]	58
Cc1cc(NC(=O)CSc2nc(=O)n3cc(Cl)ccc3n2)no1	53
CCOC(=O)c1c(C(C)(C)C)oc2ccc(OCC(N)=O)cc12	56
N#CCCSc1ccccc1NC(=O)/C=C/C(=O)O	64
CC1CCc2c(sc3nc(SCC(=O)Nc4nsc(-c5ccccc5)n4)n(-c4ccccc4)c(=O)c23)C1 (stereo not given)	48
Cc1nn(C(=O)/C=C/c2ccccc2)c(C)c1Sc1ccc([N+](=O)[O-])cc1	58
O=C(Oc1ccccc1N1CCOCC1)c1sccc1Br	62
CCc1ccc(S(=O)(=O)c2cnc(SCC(=O)Nc3ccc(OC)c(Cl)c3)[nH]c2=O)cc1	67
Cc1ccc2nc(N(CCN(C)C)C(=O)c3ccn(C)n3)sc2c1	73
O=C(CSc1ccc2ccccc2n1)NCc1ccc2c(c1)OCO2	62
COc1cccc(-c2csc(SCc3ccc(C(=O)NCCc4ccccc4OC)o3)n2)c1	109
COc1ccccc1Nc1cc(C)nc(-n2cc([N+](=O)[O-])cn2)n1	54
Cc1sc(NC(=O)c2ccc(C#N)cc2)nc1-c1ccccc1	52
O=C(CSc1nc(C(F)(F)F)cc(=O)[nH]1)Nc1ccc2c(c1)OCCO2	57
O=c1ccc(-c2ccccc2)nn1CCNS(=O)(=O)c1ccc2c(c1)CCCC2	56
Cc1nc(Oc2ccccc2)cc(N2CCN(S(=O)(=O)Cc3ccccc3)CC2)n1	101
CCOc1cc(C2NC(=S)NC(C)=C2C(=O)Nc2cc(C)ccc2C)ccc1O (stereo not given)	59
C=c1cc(C)n(CC(=O)Nc2ccsc2C(=O)OC)c(=O)c1=C1N=C(c2ccc(F)cc2)NO1	146
Cc1ccc(OCCOCC(O)CN(CCO)CCO)cc1C (stereo not given)	55
CCCN1CCCc2cc(CCNC(=O)COc3ccccc3C)ccc21	69
O=C(NCCNC(=O)c1ccc(F)c(F)c1)c1ccc(NC(=O)c2ccc(F)cc2)cc1	121
CCc1nnc(C2CCN(S(C)(=O)=O)CC2)s1	60
CCc1noc(N)c1-c1ccc(F)cc1	62
C=C(C)Cn1c(C2CC(=O)N(c3ccccc3F)C2)nc2ccccc21 (stereo not given)	60
COc1ccc(Cl)cc1S(=O)(=O)Nc1ccc2c(c1)N(C(=O)c1ccco1)CC2	71

Fetched by structure from above, seven records:
mol	RMI-FANCM inh
N#CCCSc1ccccc1NC(=O)/C=C/C(=O)O	64
C=C(C)Cn1c(C2CC(=O)N(c3ccccc3F)C2)nc2ccccc21 (stereo not given)	60
CCOC(=O)c1c(C(C)(C)C)oc2ccc(OCC(N)=O)cc12	56
O=C(NCCNC(=O)c1ccc(F)c(F)c1)c1ccc(NC(=O)c2ccc(F)cc2)cc1	121
CCOc1cc(C2NC(=S)NC(C)=C2C(=O)Nc2cc(C)ccc2C)ccc1O (stereo not given)	59
Cc1ccc(OCCOCC(O)CN(CCO)CCO)cc1C (stereo not given)	55
C=c1cc(C)n(CC(=O)Nc2ccsc2C(=O)OC)c(=O)c1=C1N=C(c2ccc(F)cc2)NO1	146

Later entries
mol	RMI-FANCM inh
CCc1c2c(nc3sc(C(=O)Nc4nsc(-c5ccc(Cl)cc5)n4)c(N)c13)CC(C)(C)CC2=O	159
Cn1c(=NC(=O)CCS(=O)(=O)c2ccccc2)sc2cc(F)ccc21	76
Cc1ccc2cc(CCNC(=O)C3c4ccccc4Oc4ccccc43)c(=O)[nH]c2c1	120
CCOc1ncccc1C(=O)Nc1cccc(-c2csc3nc(C)cc(=O)n23)c1	66
O=C(Nc1ccc(F)c(F)c1)c1oc2ccccc2c1NC(=O)C1CCCO1 (stereo not given)	57
O=C(OCc1ccccc1Br)c1cc([N+](=O)[O-])cc([N+](=O)[O-])c1	55
S=C(Nc1ccccc1Cl)N1CCOC1c1c[nH]c2ccccc12 (stereo not given)	44
Cc1cc(=O)[nH]c(-n2ncc(C(=O)Nc3ccc(OC(F)(F)F)cc3)c2C)n1	62
N#Cc1c(NC(=O)c2cccc3ccccc23)sc2c1CCC2	48
COc1ccc(NC(=O)Cn2nc(-c3ccco3)c3sc(N4CCCCC4)nc3c2=O)cc1OC	71
NC(=O)c1ccc(NC(=O)C(=O)NCCc2csc3nc(-c4cccs4)nn23)cc1	122
O=C(COc1ccc(Br)cc1)N/N=C\c1ccc([N+](=O)[O-])cc1	57
O=C(NCCn1nc(-c2ccccc2)ccc1=O)c1c(F)cccc1Cl	57
Cc1ccc2nc(N(CCCN(C)C)C(=O)c3ccc(S(=O)(=O)N4CCOCC4)cc3)sc2c1	85
O=C(c1ccco1)N1CCC(c2nnc(C3CC3)o2)CC1	59
N/C(=N/OC(=O)c1ccc([N+](=O)[O-])o1)c1ccc(Oc2ccc(C(F)(F)F)cc2[N+](=O)[O-])cc1	53
Cn1cccc1C(CNS(=O)(=O)c1ccc2ccccc2c1)N1CCCC1 (stereo not given)	69
O=c1nc(-c2ccccc2)nc(-c2ccccc2)[nH]1	56
O=C(NCCn1ncc2c(N3CCCCCC3)ncnc21)c1cnccn1	66
O=C(Cn1cccc(-c2nc(-c3ccc(Br)cc3)no2)c1=O)NCCc1ccccc1	60
Cc1onc(-c2ccccc2)c1CNC(=O)c1cc(C)n(C)n1	55
CCCN(CCC)S(=O)(=O)c1ccc(C(=O)Nc2cccc(SC)c2)cc1	61
COc1ccc(/C=C/c2cc(O)cc(O[C@@H]3O[C@H](CO)[C@@H](O)[C@H](O)[C@H]3O)c2)cc1	64
Cn1nc(C(=O)NCc2ccc(Cl)cc2)ccc1=O	61
Cn1cc2c(=O)[nH]nnc2n1	60
COc1cc(C)c(C)cc1S(=O)(=O)NCC1(c2cccs2)CCCC1	67
O=C(Nc1ccc(Cl)cc1)c1c(O)c2ccccc2[nH]c1=O	64
COc1cc2c(cc1OC)CN(C(=O)CSc1ncnc3sc4c(c13)CCC(C)C4)CC2 (stereo not given)	65
CCCNC(=O)CSc1nc(CC)cc(=O)[nH]1	66
CCOC(=O)c1[nH]ncc1Sc1ccc(Cl)cc1	54
CC1CCc2c(sc3ncnc(Oc4cccc5cccnc45)c23)C1 (stereo not given)	75
Cc1cc2c(cc1C)NC(CC(=O)Nc1ccc(OC(F)(F)C(F)Cl)cc1)C(=O)N2 (stereo not given)	67
O=C(CSc1nnc(-c2ccncc2)o1)N1CCN(c2ccccc2)CC1	56
O=C(Nc1ccc(F)c(F)c1)C1(c2cccs2)CCCC1	61
Cc1ccc(C(=O)NC(C)C(c2cccs2)N2CCN(C)CC2)cc1 (stereo not given)	68
Cc1c(C(=O)Nc2ccc(N3CCOCC3)c(Cl)c2)cnn1-c1ccc(F)cc1	59
O=C(Cc1csc(Nc2ccc(F)cc2)n1)N1CCN(c2ccccn2)CC1	62
CCn1nccc1C(=O)Nc1nnc(-c2cccc(Cl)c2)o1	69
Cc1ccc(Nc2nc(-c3cccc(Br)c3)cs2)cc1	56
c1ccc(-n2cc(-c3ccc4c(c3)OCCO4)[n+]3c2SCCC3)cc1	65
Nc1nc(SCC(=O)N2CCC(c3noc4ccc(F)cc34)CC2)n[nH]1	76
COc1ccc(CC(=O)NCCn2ncc3c(=O)n(Cc4ccccc4C)cnc32)cc1	64
FC(F)(F)c1cnc(NCc2cccnc2)c(Cl)c1	56
COc1ccc(N=Nc2ccc(OC)c(OC)c2)cc1OC	50
O=C(NC1CCN(Cc2ccccc2)CC1)c1cc(=O)c(OCc2ccc(F)cc2)co1	63
CCOC(=O)c1cccc(N/C=C(/C#N)S(=O)(=O)c2ccc(Cl)cc2)c1	84
COc1cc([C@H](O)CO)ccc1O	58
Cc1ccc(NC2SC(=O)N(CCN3C(=O)c4ccccc4C3=O)C2=O)cc1 (stereo not given)	74
CC1CCc2cc(F)ccc2N1c1ncnc(N)c1[N+](=O)[O-] (stereo not given)	59
Cc1cc(NC(=O)CSc2nc3ccccc3o2)no1	60
O=C(Cc1csc(SCC(=O)c2ccc(F)cc2)n1)NCc1ccco1	76
O=S(=O)(c1ccc(Oc2ccccc2)cc1)N1CCN(c2ccc3nncn3n2)CC1	69
CC1(C)COc2ccc(NC(=O)c3ccc(Br)cc3)cc2NC1=O	64
Cc1cc(C)c(S(=O)(=O)N2CCCC2C(=O)O)c(C)c1 (stereo not given)	70
NC(=O)c1c(NC(=O)CS(=O)(=O)c2ccccc2)sc2c1CCN(Cc1ccccc1)C2	21*
Cc1cc(N=Nc2cccc(C(F)(F)F)c2)ccc1N	57
COc1ccc([N+](=O)[O-])c(OC)c1C(=O)Nc1nnc(C)s1	59
CS(=O)(=O)c1cccc(C(=O)Nc2nc3c(F)cccc3s2)c1	52
O=C(Cn1c(=O)oc2ccc(Cl)cc21)NC1CCCC1	66
CC(C)(C)c1ccc(C(=O)Nc2nc3cc4c(cc3s2)OCO4)cc1	81

Carrying on.
mol	RMI-FANCM inh
COc1cccc(CNC(=O)C(=O)Nc2cccc(F)c2)c1	85
NC(=O)C1CCN(C(=O)Cc2csc(Nc3cccc(Cl)c3)n2)CC1	64
COc1ccc(/C(C)=N\NC2=NCCCN2)cc1	62
Cc1cc(C(=O)Nc2nnc(-c3ccc(Br)s3)o2)n(C)n1	70
O=C(c1ccc(C#Cc2ccccc2)o1)N1CCOCC1	40
CNC(=O)C(=O)Nc1ccccc1Cl	54
Cc1ccc(Cc2nnc(N)o2)c(C)c1	68
O=C1c2ccccc2C(=O)N1CCCCN(C(=O)C12CC3CC(CC(C3)C1)C2)c1ccc(Cl)cc1	65
COc1ccccc1/C=C/c1nn2c(-c3cccnc3)nnc2s1	63
COC(=O)c1ccc2c(=O)n3nc(Nc4ccc(F)c(Cl)c4)sc3nc2c1	63
COc1cc2nc3sc(Nc4ccc(C)c(Cl)c4)nn3c(=O)c2cc1OC	142
COc1ccc(-c2cc(C(=O)N3CCCCCC3)c3c(C)nn(C4CCS(=O)(=O)C4)c3n2)cc1 (stereo not given)	69
CC1(C)C2CCC1(CS(=O)(=O)Nc1ccc(F)c(Cl)c1)C(=O)C2 (stereo not given)	56

Two consecutive records from above, for reference:
mol	RMI-FANCM inh
COc1ccc(-c2cc(C(=O)N3CCCCCC3)c3c(C)nn(C4CCS(=O)(=O)C4)c3n2)cc1 (stereo not given)	69
CC1(C)C2CCC1(CS(=O)(=O)Nc1ccc(F)c(Cl)c1)C(=O)C2 (stereo not given)	56
